MLLE-PAM2 inh = inhibitors of microRNA-mediated deadenylation, human PABP1 MLLE binding; P11940; GST-MLLE / FITC-PAM2 fluorescence polarization; inhibition, % at 20 µM; 360,000 tested, 0.36% active; AID 588489; in the data active = inhibition above about 35%, passing the limit was not always enough;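 also: plate controls were DMSO wells with GST-MLLE for no effect and wells lacking GST-MLLE protein for full effect; some results filed as inactive read as strong as hits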
Rin1 Abl inh = inhibitors of human Rin1-Abl protein interaction; P00519+Q13671; TR-FRET Rin1/Abl binding, biochemical; inhibition, % at 7.35 µM; 360,000 tested, 0.4% active; AID 588664; in the data active = inhibition above about 5%, passing the limit was not always enough
Target sequence (P00519 whole entry, looked up): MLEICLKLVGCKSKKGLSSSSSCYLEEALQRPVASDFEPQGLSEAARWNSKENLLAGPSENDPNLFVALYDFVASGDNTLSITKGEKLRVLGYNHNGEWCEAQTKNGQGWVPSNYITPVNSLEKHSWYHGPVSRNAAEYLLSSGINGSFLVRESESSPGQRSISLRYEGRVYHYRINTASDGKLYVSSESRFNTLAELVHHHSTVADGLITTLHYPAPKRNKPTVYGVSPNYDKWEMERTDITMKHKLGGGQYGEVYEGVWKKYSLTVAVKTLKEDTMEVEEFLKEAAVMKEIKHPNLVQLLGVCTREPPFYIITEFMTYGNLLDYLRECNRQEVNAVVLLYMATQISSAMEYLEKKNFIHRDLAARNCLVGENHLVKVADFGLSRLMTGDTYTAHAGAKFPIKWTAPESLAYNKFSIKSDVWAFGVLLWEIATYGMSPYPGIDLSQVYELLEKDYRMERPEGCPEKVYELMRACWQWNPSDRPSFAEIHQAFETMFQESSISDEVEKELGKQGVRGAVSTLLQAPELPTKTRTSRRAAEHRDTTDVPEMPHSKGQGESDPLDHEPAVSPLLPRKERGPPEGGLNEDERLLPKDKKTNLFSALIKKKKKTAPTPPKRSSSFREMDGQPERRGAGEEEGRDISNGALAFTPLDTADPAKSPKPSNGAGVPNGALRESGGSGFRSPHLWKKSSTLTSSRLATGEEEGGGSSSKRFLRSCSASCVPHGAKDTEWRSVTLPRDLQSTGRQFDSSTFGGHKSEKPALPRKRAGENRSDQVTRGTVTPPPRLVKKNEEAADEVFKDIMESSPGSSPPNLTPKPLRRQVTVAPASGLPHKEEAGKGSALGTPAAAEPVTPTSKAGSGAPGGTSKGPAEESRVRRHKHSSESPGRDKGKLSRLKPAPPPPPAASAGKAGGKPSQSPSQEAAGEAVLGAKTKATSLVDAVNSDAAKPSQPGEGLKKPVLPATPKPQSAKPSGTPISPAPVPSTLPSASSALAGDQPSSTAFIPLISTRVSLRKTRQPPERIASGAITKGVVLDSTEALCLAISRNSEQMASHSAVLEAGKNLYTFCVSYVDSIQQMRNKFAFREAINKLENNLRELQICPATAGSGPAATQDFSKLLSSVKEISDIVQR
Target sequence (Q13671 whole entry, looked up): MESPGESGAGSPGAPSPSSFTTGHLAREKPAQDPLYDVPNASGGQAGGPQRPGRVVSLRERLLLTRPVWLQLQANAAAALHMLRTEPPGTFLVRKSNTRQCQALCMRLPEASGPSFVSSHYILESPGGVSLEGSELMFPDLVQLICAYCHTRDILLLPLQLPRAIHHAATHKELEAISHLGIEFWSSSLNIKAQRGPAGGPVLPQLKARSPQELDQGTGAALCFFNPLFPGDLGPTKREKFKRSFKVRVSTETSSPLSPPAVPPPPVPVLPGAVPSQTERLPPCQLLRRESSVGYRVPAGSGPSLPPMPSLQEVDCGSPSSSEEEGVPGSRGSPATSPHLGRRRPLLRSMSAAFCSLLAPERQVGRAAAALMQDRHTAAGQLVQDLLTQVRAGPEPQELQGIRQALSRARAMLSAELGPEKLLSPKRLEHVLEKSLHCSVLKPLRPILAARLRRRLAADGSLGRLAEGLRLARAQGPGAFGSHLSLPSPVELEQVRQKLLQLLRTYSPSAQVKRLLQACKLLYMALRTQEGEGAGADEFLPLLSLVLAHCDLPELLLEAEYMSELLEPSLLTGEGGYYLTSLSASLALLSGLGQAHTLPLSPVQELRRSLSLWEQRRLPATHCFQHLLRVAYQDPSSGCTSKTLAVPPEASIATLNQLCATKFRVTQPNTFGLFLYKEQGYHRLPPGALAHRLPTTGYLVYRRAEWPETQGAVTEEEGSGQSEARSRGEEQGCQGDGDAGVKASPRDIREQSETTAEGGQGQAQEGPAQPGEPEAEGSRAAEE
SKN-1 inh = C. elegans SKN-1 inhibition. C. elegans VP596 Pgst-4::GFP/RFP ratio, acrylamide-induced, 24 h. inhibition, % at 21.8 µM. 360,000 tested, 0.49% active;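 active = interference check ratio from 0.5 to 1.5 plus GFP to RFP signal ratio inhibition reaching or exceeding a fixed threshold, cut at about 30% in these data, passing the limit was not always enough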; also: some compounds called inactive have numbers as strong as hits
MsrA act = activates bovine MsrA enzyme; purified bovine MsrA, absorbance read-out; AID 602163; activation, % at 10.6 µM; 360,000 tested, 0.3% active; in the data active = activation above about 7.5%;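 also: 0% = vehicle and 100% = reference activator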
E coli Lon inh = inhibits E. coli Lon protease | AID 602123 | purified E. coli Lon protease, fluorescence polarization | inhibition, % at 7.94 µM | 360,000 tested, 0.42% active | P0A9M0; in the data active = inhibition above about 13%, passing the limit was not always enough;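 also: 0% = enzyme with probe and DMSO and 100% = no enzyme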
Neddyl block = blocks human cullin neddylation. P61081+Q13564. TR-FRET cullin neddylation, biochemical. calls only at 25 µM. 360,000 tested, 0.58% active; in the data active = inhibition above about 36%
NRP1-CendR mod = alters CendR peptide binding to human NRP-1 | O14786 | FAM-RPARPAR peptide binding to NRP-1, fluorescence polarization | inhibition, % at 25 µM | 360,000 tested, 0.85% active | AID 602438;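 active = inhibition or corrected inhibition above about 18%, plus a signal ratio from 0.5 to 1.5, limit read from the data, passing the limit was not always enough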; also: strong numbers were not always called active
MT1-MMP act inh = inhibitors of human MT1-MMP activation | P50281 | HT1080 RFP-PRO-GFP cells, GFP/RFP ratio fluorescence, overnight; percent of plate control window, DMSO zero | GFP/RFP ratio change, % at 20 µM | 360,000 tested, 0.061% active | AID 651647;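 active = GFP/RFP ratio change of at least 30% with cell ATP level not reduced by more than half and red fluorescence within 50% of control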; also: strong numbers were not always called active
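Assay system: HT1080 RFP-PRO-GFP cells | Dosing: 20 µM single dose, 1% DMSO | Incubation: Cells overnight before dosing, compound overnight, 37 °C, 5% CO2 | Evaluation: GFP/RFP fluorescence ratio | Control set: DMSO-only wells and HT1080 RFP-L50D-GFP cell wells as references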
FAS TE block = FAS thioesterase (human) inhibition; AID 602261; 360,000 tested, 0.67% active; recombinant FAS-TE, OMFH fluorogenic substrate, fluorescence endpoint; inhibition, % at 15 µM;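 active = compounds whose normalised, plate-corrected inhibition of enzyme fluorescence in the single-dose primary screen is 50% or more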;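 also: 0% = DMSO with enzyme and 100% = substrate without enzyme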
An asterisk follows results filed as active; i = inactive; · = no result given; + = active, no number.

SMILES	MLLE-PAM2 inh	Rin1 Abl inh	SKN-1 inh	MsrA act	E coli Lon inh	Neddyl block	NRP1-CendR mod	MT1-MMP act inh	FAS TE block
O=C(CC1SC(N2CCCC2)=NC1=O)Nc1ccc(C(=O)NCc2ccc(F)cc2)cc1 (configuration not stated)	-4	2	2	-5	-6	i	-2	9	-7
O=C(NCc1ccncc1)C(=O)NCC1OCCN1S(=O)(=O)c1ccccc1 (configuration not stated)	12	-2	-5	-5	5	i	-2	5	-9
COc1cccc(CNC(=O)N2CCN(c3ccccc3C)CC2)c1	6	0	0	-10	3	i	-9	6	4
CC(NC(=O)[C@H](NC(=O)[C@@H]1Cc2ccccc2CN1)c1ccccc1)c1ccccc1 (some centres not stated)	10	-2	11	-5	-2	i	8	0	1
COCCN(CCOC)Cc1cc(=O)oc2ccccc12	1	-2	-1	-4	-3	i	6	4	-10
COc1cc(SC)ccc1C(=O)Nc1ccncc1	-1	-1	1	-2	-2	i	-8	-1	-2
COc1ccc(-n2nc3cc(C)c(NC(C)=O)cc3n2)cc1	3	2	4	-6	3	i	1	-1	3
CC(C)n1c(SCC(N)=O)nc2c1c(=O)[nH]c(=O)n2C	19	5	-7	-1	-3	i	4	6	-12
Cc1ccc(S(=O)(=O)N2CCCC2C(=O)NCCc2nc3ccccc3[nH]2)cc1 (configuration not stated)	0	1	-25	-11	-6	i	3	4	-2
O=C(CCC(=O)N1CCOc2ccccc21)Nc1cc(F)ccc1F	5	3	-1	1	4	i	-5	-4	1
Cc1cc(C)cc(C(=O)NCC(=O)OCC(=O)N2c3ccccc3NC(=O)C2(C)C)c1	8	-2	-1	0	5	i	-8	0	-8
Cc1ccc(C2=NCCn3c2c2ccc(C(F)(F)F)cc2[n+]3[O-])cc1	2	2	9	-5	-2	i	20	4	-4
Nc1cc(N)cc(C(=O)OCC(=O)Nc2cc(S(=O)(=O)N3CCCCC3)ccc2Cl)c1	1	-1	-2	-6	-12	i	-5	-4	3
N=c1c(C(=O)NC2CCCCC2)cc2c(=O)n3ccccc3nc2n1Cc1ccccc1	-5	1	-12	-1	2	·	8	-2	7
CCCNS(=O)(=O)c1cccc2cccnc12	-1	2	-10	-3	-7	i	4	-5	-4

Overlap with the part before: 3 entries, then new ones.
SMILES	MLLE-PAM2 inh	Rin1 Abl inh	SKN-1 inh	MsrA act	E coli Lon inh	Neddyl block	NRP1-CendR mod	MT1-MMP act inh	FAS TE block
Nc1cc(N)cc(C(=O)OCC(=O)Nc2cc(S(=O)(=O)N3CCCCC3)ccc2Cl)c1	1	-1	-2	-6	-12	i	-5	-4	3
N=c1c(C(=O)NC2CCCCC2)cc2c(=O)n3ccccc3nc2n1Cc1ccccc1	-5	1	-12	-1	2	·	8	-2	7
CCCNS(=O)(=O)c1cccc2cccnc12	-1	2	-10	-3	-7	i	4	-5	-4
CC(C)(C)OC(=O)N1CCC(Cc2cc(-c3cccc(Br)c3)no2)(C(=O)O)CC1	-3	0	4	0	-8	i	9	3	16
O=C(OC(C(=O)NCc1cccs1)c1ccccc1F)c1ccco1 (configuration not stated)	20	2	-7	-1	3	i	-4	2	-4
COC(=O)c1ccccc1NC(=O)CSc1nc(N)cc(N)n1	18	0	-3	-6	2	i	1	3	-8
CCCCNC(=O)CCC(=O)Nc1ccc2nc(N3CCC(C)CC3)cc(C)c2c1	-23	-3	-7	-1	-5	·	-10	-1	60*
Fc1ccc(-n2c(Cc3cccs3)n[nH]c2=S)cc1Cl	-26	-2	0	3	9	i	-5	-2	-3
CCOC(=O)/C=C/[C@H]1CCc2cccc(Cl)c2O1	10	-4	2	-7	-5	i	-32	-4	13
CN1C(=O)CC(C(=O)O)SC1=Nc1ccc(F)cc1 (configuration not stated)	-3	0	12	-3	-5	i	9	16	-10
CC1CCCC(C)N1C(=O)COC(=O)c1cccs1 (configuration not stated)	13	4	-17	3	-8	i	1	3	-5
CC1C(=O)N(Cc2cn(CC3CCCCC3)nn2)CCS(=O)(=O)N1Cc1ccc(-c2cccc(CO)c2)cc1 (configuration not stated)	-13	-1	20	2	1	i	-18	-1	6
COc1ccc(C(=O)Nc2ccc3cn[nH]c3c2)c(OC)c1	6	1	3	-6	-1	i	-5	0	-6
CC(CC(=O)OCC(=O)Nc1ccc2[nH]c(=O)[nH]c2c1)c1ccccc1 (configuration not stated)	-9	3	-7	-6	2	i	9	1	1
COc1cc2c(cc1OC)/C(=C/C(=O)c1ccc(C)cc1)NCC2	-6	0	-2	-3	-2	+	-27	4	6
Cn1cc(Br)c(-c2cccc(N3C(=O)CC(C)(C)CC3=O)c2)n1	4	0	-10	-2	1	i	14	2	-1
CC(C)C(c1nnnn1Cc1cccs1)N1CCN(c2ccccc2)CC1 (configuration not stated)	-3	1	21	-3	-2	i	6	-7	16
CCOc1cc(C2C(C#N)=C(N)Oc3cc(N)ccc32)ccc1O (configuration not stated)	-15	-4	9	-3	-15	i	-21	-4	-3
CCN(C(=O)COC(=O)c1cc(S(=O)(=O)Nc2c(C)n(C)n(-c3ccccc3)c2=O)ccc1Cl)C1CCCCC1	-1	-1	12	0	8	i	-5	1	6
Cc1cccc(C(=O)NCCC(=O)NCc2ccccc2F)c1	3	-1	7	-1	10	i	14	0	-6
COc1ccc(OC)c(CNS(=O)(=O)c2c(C)nc3scc(C)n3c2=O)c1	-1	0	-1	-2	-7	i	2	0	-4
O=C(COC(=O)c1ccc2c(=O)n3c(nc2c1)CCC3)NC1CCS(=O)(=O)C1 (configuration not stated)	0	3	0	-11	2	i	2	3	-2
CC1=N/C(=C/c2ccco2)C(=O)O1	9	0	-3	-4	1	i	-21	-4	-6
N/C(=N\OC(=O)Nc1ccccc1)c1ccno1	12	-2	11	-3	6	i	12	0	-9
Cn1c(SCC(=O)NCc2ccccc2)nnc1-c1ccc(NC(=O)CCc2ccccc2)cc1	-121	-1	3	0	-5	i	2	-1	-11
CCn1c(=O)cc(OCC(=O)Nc2cccnc2)c2ccccc21	6	3	8	1	-1	i	6	7	-7
O=C(NCCCN1CCc2ccccc2C1)Nc1ccc(Br)cc1	2	-2	8	1	-6	i	6	3	1
O=C(C1CCCN(S(=O)(=O)c2ccc(Br)s2)C1)N1CCN(c2ccccc2)CC1 (configuration not stated)	0	-1	1	-1	-7	i	15	-6	23
COc1ccc(C2/C(=C(/O)c3ccc4c(c3)CC(C)O4)C(=O)C(=O)N2CCN2CCOCC2)cc1OC (configuration not stated)	-23	0	7	-3	2	i	3	-1	-6
Cc1[nH]c2ccc(OCc3ccccc3)cc2c1CCN1C(=O)OC(C)(C)C1(C)O (configuration not stated)	-11	-3	9	-7	-6	i	0	3	-3
Cc1ccc(NS(=O)(=O)c2ccc(CCC(=O)N3CCOCC3)cc2)cc1	-11	-2	22	-4	-2	i	9	-5	-5
CCc1nc(Nc2ccc(F)cc2)c2oc3ccccc3c2n1	0	0	15	-4	-27	·	-7	0	10
COc1ccc(OC)c(S(=O)(=O)N2CCC(NC(=O)c3ccccc3)CC2)c1	0	2	-14	-4	2	i	3	0	-3
Cc1cccc(C)c1OCc1n[nH]c(=S)n1N	-17	-2	-21	-2	5	i	10	3	-8
CC(=O)C1=C(O)C(=O)N(c2ccc(O)cc2)C1c1ccccc1F (configuration not stated)	8	-4	16	-3	-2	i	-2	2	-3
COc1ccc(N(C(=O)c2ccco2)C(C(=O)NC2CCCCC2)c2cccs2)cc1OC (configuration not stated)	11	-3	-2	-1	4	i	18	-6	-5
O=c1[nH]cc(S(=O)(=O)N2CCN(c3cccc(C(F)(F)F)c3)CC2)c(=O)[nH]1	35	-1	5	-2	2	i	-1	1	-6
COc1ccc2nc(-c3ccc(N)cc3)[nH]c2c1	0	-3	-5	-4	-1	·	-1	11	-4
COc1ccc(CN2C(=O)C(C)Nc3ncnc(N4CCN(c5ccccn5)CC4)c32)cc1 (configuration not stated)	7	2	10	-1	4	i	8	-1	-6
CCOc1cc(NC(=S)NC)c(OCC)cc1NC(=O)c1cccs1	14	0	-4	-4	4	i	0	11	0
Cc1cccc2cc(C#N)c(NCCNS(=O)(=O)c3ccccc3)nc12	-7	-6	-10	-3	-1	·	-11	-2	8
Nc1nnc(-c2ccco2)s1	18	-2	11	-3	1	i	-11	-2	-9
NS(=O)(=O)c1ccc(NCc2cnc3ccccc3n2)cc1	-3	2	3	-1	-5	i	-7	4	-3
Cc1ccc(CNC(=O)CCS(=O)(=O)c2ccc3c(c2)CC(C)N3C(=O)C2CC2)cc1 (configuration not stated)	5	1	-2	1	9	i	8	-1	-1
Cc1cc2sc3ccc(C#CC4(O)CCCCC4)cc3c(=O)c2cc1C	-4	4	5	-3	3	i	4	-3	20
COC(=O)c1ccc(C)c(N(CCO)CCO)c1	7	-3	-3	-2	4	i	-3	1	-4
C=CCNC(=O)c1ccccc1NC(=O)Nc1ccccc1	-13	-3	5	-16	-1	i	5	1	-9
Cc1ccc(C)c(NC(=O)CN(C)C(=O)C2CCCC2)c1	6	0	12	-2	4	i	2	3	-13
Cc1cc(C)nc(N2CCC(C(=O)NNC(=O)c3ccc(Cl)cc3)CC2)n1	-7	0	4	-4	-1	i	-5	-2	-11
CC(C)OCC(O)CN1CCN(C(c2ccccc2)c2ccccc2)CC1 (configuration not stated)	0	-1	10	-2	-1	i	2	-8	-9

7 structures from above, arranged by molecular weight, lowest first.
SMILES	MLLE-PAM2 inh	Rin1 Abl inh	SKN-1 inh	MsrA act	E coli Lon inh	Neddyl block	NRP1-CendR mod	MT1-MMP act inh	FAS TE block
Cc1cccc(C)c1OCc1n[nH]c(=S)n1N	-17	-2	-21	-2	5	i	10	3	-8
C=CCNC(=O)c1ccccc1NC(=O)Nc1ccccc1	-13	-3	5	-16	-1	i	5	1	-9
NS(=O)(=O)c1ccc(NCc2cnc3ccccc3n2)cc1	-3	2	3	-1	-5	i	-7	4	-3
CC(C)OCC(O)CN1CCN(C(c2ccccc2)c2ccccc2)CC1 (configuration not stated)	0	-1	10	-2	-1	i	2	-8	-9
CCOc1cc(NC(=S)NC)c(OCC)cc1NC(=O)c1cccs1	14	0	-4	-4	4	i	0	11	0
COc1ccc(CN2C(=O)C(C)Nc3ncnc(N4CCN(c5ccccn5)CC4)c32)cc1 (configuration not stated)	7	2	10	-1	4	i	8	-1	-6
COc1ccc(N(C(=O)c2ccco2)C(C(=O)NC2CCCCC2)c2cccs2)cc1OC (configuration not stated)	11	-3	-2	-1	4	i	18	-6	-5

Screening data (PubChem BioAssay)
